# Compound activity from PubChem BioAssay.
# Tb PYK inh: blocks Trypanosoma brucei pyruvate kinase; TbPYK enzyme, Kinase-Glo Plus ATP luminescence, 45 min; 410,000 tested, 0.12% active; AID 624173; Q57TT1; Potency, µM (highest dose often 76.8 µM), inactives show at the highest dose activity, negative = inhibition, actives largely listed as inhibitors; further: nearly all actives have a fitted effect of over 50% in size
#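 Readout: single end-point luminescence (Kinase-Glo Plus, 10 min). Reaction conditions were TbPYK/substrate plus 130 uM ADP, 45 min at RT, pH 7.2 TEA buffer. No-enzyme wells served as controls, and data were normalized before concentration-response fitting.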
# HCV inh: blocks hepatitis C virus. Huh7.5.1 HCVcc-Cre infection, luciferase reporter, 44 h. Potency, µM (highest dose often 41.8 µM), for inactives: at the top dose activity change, negative = inhibition, hits mostly inhibitors. 340,000 tested, 3.4% active
#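 Reporter virus HCVcc-Cre (~0.5 moi) infects cells exposed to compound; seeding density 1,000 cells/well with 4 h settling beforehand. Luminescence, 15 sec read, taken 44 h post-infection following a 15 min RT substrate incubation.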
# An asterisk follows results filed as active; u = inconclusive; [ ] = dose if it differs, or a comment. The call rests on the fitted dose curve; in most records, active means well fitted curve in the direction sought with a large enough effect; inconclusive means small, poorly fitted or top-dose-only effect, or another doubt; inactive means no such curve, though single readings can be large; an effect the other way counts as inactive or inconclusive. On the % scale 0 is the no-effect control and ±100 the full control effect; potency means the concentration at half of the fitted maximal effect. This is a subset; rates above refer to the full screens.
SMILES,Tb PYK inh,HCV inh
O=C(C[C@H]1C/C=C\C[C@H](NC(=O)OCC2c3ccccc3-c3ccccc32)C(=O)O[C@@H](c2ccccc2)CNC1=O)NCCO,3%,u
O=C(C=C1NCCN1)c1ccccc1,5%,5%
Cc1cnc(C(=O)OCC(=O)Nc2ccc(C)c(S(=O)(=O)N3CCOCC3)c2)cn1,3%,6%
COC(=O)c1ccc(Cn2cnc3c(Cl)ncnc32)cc1,-1%,-4%
C=CC[C@H](CC(=O)NCCO)C(=O)N[C@@H](COC(=O)[C@H](CC=C)CC(=O)OC(C)(C)C)Cc1c[nH]c2ccccc12,1%,12%
O=C(c1cccc(C(=O)N2CCC(O)(c3ccccc3)CC2)c1)N1CCC(O)(c2ccccc2)CC1,0%,1%
Nc1ncnc2c1ncn2[C@@H]1O[C@H](CO)C[C@H]1O,-2%,10µM*
COc1ccc(CCNC(=O)COC(=O)/C=C/c2ccc3c(c2)OCO3)cc1OC,2%,-10%
CC(Oc1cccc2cccnc12)C(=O)N/N=C/c1ccc2c(c1)OCO2 (stereo unspecified),-2%,-2%
Cc1ccc(Nc2nc(N)nc(CN3CCC(C)CC3)n2)c(C)c1,1%,7%
Cc1cc2cc3c(=O)[nH]c(=O)nc-3n(CC(O)C(O)C(O)CO)c2cc1C (stereo unspecified),-4%,11%
CC(=O)c1cc(C#N)c(Oc2ccccc2)nc1C,2%,32%[activator]
O=C(CSc1nc(-c2ccc(F)cc2)cs1)NCC1CCCO1 (stereo unspecified),-3%,8%
COc1ccc(-c2c(-c3ccc4c(c3)OCO4)c3ccccc3n2C)cc1,-1%,u
Cc1ccc(C)c(N2CCN(C(=O)CCc3nc(-c4cccc(F)c4)no3)CC2)c1,3%,11%

# The final 3 entries of the section above lead into the next.
SMILES,Tb PYK inh,HCV inh
O=C(CSc1nc(-c2ccc(F)cc2)cs1)NCC1CCCO1 (stereo unspecified),-3%,8%
COc1ccc(-c2c(-c3ccc4c(c3)OCO4)c3ccccc3n2C)cc1,-1%,u
Cc1ccc(C)c(N2CCN(C(=O)CCc3nc(-c4cccc(F)c4)no3)CC2)c1,3%,11%
CCOC(=O)N1CCC2CC1c1cc(-c3cccc(OC)c3)ccc12 (stereo unspecified),-1%,-10%
COc1cc(CCC(N)c2cccc(O)c2)cc(OC)c1OC (stereo unspecified),0%,-1%
CC1CCCC(NC(=O)COC(=O)/C=C/c2ccc(F)cc2)C1C (stereo unspecified),0%,2%
O=C(Cc1c(F)cccc1Cl)Nc1cc(S(=O)(=O)N2CCOCC2)ccc1N1CCCC1,0%,10%
Cc1nc(Nc2ccccc2C)c2cnn(C)c2n1,4%,8%
CCC(NCc1cccnc1)c1ccc(OC)c(OC)c1 (stereo unspecified),4%,20%
Cc1cc(C(F)(F)F)c2c(C)nn(-c3ccccc3)c2n1,-2%,-5%
c1ccc2c(CCN3CCNC[C@H]3Cc3cccc4ccccc34)cccc2c1,-4%,55%[activator]
Cc1csc(=O)n1CCC(=O)N(C)Cc1c(F)cccc1Cl,-5%,-11%
O=C(NNC(=O)c1cccc2ccccc12)c1ccc(F)cc1,-7%,5%
CCN(C[C@H]1N[C@@](Cc2ccccc2)(C(=O)OC)[C@H]2C(=O)N(C)C(=O)[C@@H]12)C(=O)Nc1ccccc1,-2%,-9%
CS(=O)(=O)c1ccc(Cl)c(NC(=O)CNC(=O)c2ccc3c(c2)OCO3)c1,4%,7%
O=C(OCC(=O)N1CCCCC1)c1cc(S(=O)(=O)N2CCOCC2)c(Cl)cc1Cl,5%,u
CN(C(=O)COC(=O)Cn1cnc2ccccc21)C1CCCCC1,-5%,7%
CCSc1nnc(NC(=O)c2ccc3nc[nH]c3c2)s1,0%,-16%

# Molecules shown so far with an NH in an aromatic ring, in the order listed:
SMILES,Tb PYK inh,HCV inh
C=CC[C@H](CC(=O)NCCO)C(=O)N[C@@H](COC(=O)[C@H](CC=C)CC(=O)OC(C)(C)C)Cc1c[nH]c2ccccc12,1%,12%
Cc1cc2cc3c(=O)[nH]c(=O)nc-3n(CC(O)C(O)C(O)CO)c2cc1C (stereo unspecified),-4%,11%
CCSc1nnc(NC(=O)c2ccc3nc[nH]c3c2)s1,0%,-16%

# Following part:
SMILES,Tb PYK inh,HCV inh
O=C(Cn1cc([N+](=O)[O-])ccc1=O)N1CCc2ccccc21,-5%,6%
COc1ccc(OC)c(C(=O)Nc2ccc3[nH]ccc3c2)c1,-7%,u
CC1CN(Cc2nc3c(c(=O)n(C)c(=O)n3C)n2CCCc2ccccc2)CC(C)O1 (stereo unspecified),5%,20%
O=C(Cc1ccc(NC(=O)C2CCN(C(=O)C3CCC3)CC2)cc1)Nc1cccc(C(=O)N2CCCC2)c1,0%,u
C[C@@H]1CN([C@@H](C)CO)C(=O)c2cc(NC(=O)CCC(F)(F)F)ccc2O[C@H]1CN(C)Cc1ccc(Cl)c(Cl)c1,8%,-26%
O=C(COC(=O)c1ccc[nH]c1=O)Nc1ccc(N2CCCCC2)cc1,-12%,-25%
Nc1nc(NC2CCCC2)cc(=O)[nH]1,1%,12%
COc1ccc(C2CC(c3ccccc3Br)=NN2c2ccc(S(N)(=O)=O)cc2)cc1 (stereo unspecified),1%,11µM*
CN(Cc1ccccc1)C(=O)c1cccc(NC(=O)Cc2ccc(NC(=O)C3CCCN(C(=O)c4ccccc4)C3)cc2)c1 (stereo unspecified),-3%,-14%[8.37 µM]
CCN(c1ccccc1)S(=O)(=O)c1ccc(C(=O)N2CCN(c3ccccc3)CC2)cc1,5%,u
COC(=O)c1ccc(Cn2ccc(=O)[nH]c2=O)cc1,0%,23%
O=C1N[C@H](Cc2c[nH]c3ccccc23)COC(=O)[C@H](Cc2ccc(F)cc2)C/C=C\C[C@H]1CC(=O)N(CCO)Cc1ccccc1,8%,u
COc1ccc(Cl)cc1NC(=O)COC(=O)c1ccc(Br)o1,3%,u
CC(C(=O)OCC(=O)NC1CCCCC1)N1C(=O)c2ccccc2C1=O (stereo unspecified),-3%,-1%
C[C@@]12C(=O)Nc3cc(F)ccc3C(=O)N1[C@H]1c3cc(Br)ccc3OC[C@@H]1[C@@H]2c1ccccc1,-8%,u
CN1CCC[C@H]1CCNC(=O)c1c(-c2ccsc2)sc2ccccc12,-10%,u
O=C(NCC(c1ccco1)N1CCCCC1)c1cnc(Cl)c(Cl)c1 (stereo unspecified),-1%,u
CC(=O)Nc1cccc(C(=O)N2CCN(S(=O)(=O)Cc3ccccc3)CC2)c1,3%,-8%
CN(C)c1cccc(C(=O)NNC(=O)C23CC4CC(CC(C4)C2)C3)c1,2%,21%
O=C1N[C@@H](Cc2ccccc2)COC(=O)[C@H](Cc2ccc(F)cc2)CC/C=C/C[C@@H]1CC(=O)N(CCO)Cc1ccccc1,2%,u
COc1ccc(CN2CC[C@H]3C=CC[C@@H](C(=O)Nc4ccc(Cl)c(C(F)(F)F)c4)[C@H]3C2=O)cc1OC,2%,u
Cn1cc(C[C@H](NC(=O)OC(C)(C)C)C(=O)N[C@H](CO)Cc2ccccc2)c2ccccc21,-12%,u
COc1ccc2cc(C[C@@H]3CC[C@@H](CNC(N)=O)O3)ccc2c1,2%,-18%
COc1ccc(Cl)cc1NC(=O)CN(C)CC(=O)N(CC(C)C)c1c(N)n(CC(C)C)c(=O)[nH]c1=O,0%,-7%
CC(=O)N/C(=C/c1ccc2c(c1)OCO2)C(=O)NC(Cc1ccccc1)C(=O)O (stereo unspecified),-10%,21%
CC(C)NC(=O)c1onc(CSc2ccc(F)c(F)c2)c1C(=O)NC(C)C,6%,u
COc1ccccc1CNC(=O)C(CCSC)NC(=O)c1cccc(S(=O)(=O)N2CCOCC2)c1 (stereo unspecified),1%,-15%
COC(=O)[C@@]1(Cc2ccccc2)[C@H]2C(=O)N(Cc3ccccc3)C(=O)[C@H]2[C@H]2CN=C(SCc3ccc(C#N)cc3)N21,1%,5%[8.37 µM]
CCC(NC(=O)C1CCCC1)c1ccccc1 (stereo unspecified),3%,11%
CC(C)[C@H](NC(=O)c1ccccc1)C(=O)OCC(=O)Nc1sccc1C(N)=O,-6%,u
NS(=O)(=O)c1cnccc1Nc1cccc(F)c1,-1%,-6%
Cn1c(N)c(C(=O)COC(=O)c2ccccc2C(=O)c2ccc(Cl)c([N+](=O)[O-])c2)c(=O)n(C)c1=O,9%,11µM*
CCOC(=O)C1C(=O)C=C(c2ccccc2)CC1c1ccccc1 (stereo unspecified),-2%,-21%
NN=C1C(=O)c2cccc3cccc1c23,-1%,-8%
C[C@H]1NC(=O)[C@]2(C)[C@@H](c3ccccc3)[C@H]3COc4ccccc4[C@@H]3N2C1=O,-5%,23%
O=C(O)c1ccccc1/C=N/Nc1ccc(S(=O)(=O)Nc2ccc(Cl)cc2)cc1[N+](=O)[O-],4%,0%
O=S(c1ccccc1O)S(=O)c1ccccc1O (stereo unspecified),4.5µM*,10µM*
O=C1C(Cl)=C(NCc2ccco2)C(=O)c2ccccc21,-8%,8.9µM*
CCOc1ccc(/C=C(\C(=O)O)c2ccc(S(=O)(=O)N3CCCCC3)s2)cc1OC,-6%,-2%
CC(=O)OCC1OC(n2c(S)c(C#N)c(-c3ccccc3)c(C#N)c2=O)C(OC(C)=O)C(OC(C)=O)C1OC(C)=O (stereo unspecified),-8%,0%
CCCC1(CCO)C(=O)NC(=S)NC1=O,2%,15%
Clc1ncnc2[nH]ccc12,3%,12%
CN(C)c1ccc(S(=O)(=O)N2CCCCC2)cc1NC(=O)CCNC(=O)c1ccccc1Cl,0%,-3%
CC1CCCC(=NNc2ccc3ccccc3n2)C1 (stereo unspecified),-12%,-1%
COc1ccc(C(=O)OCC(=O)c2ccc3c(c2)NC(=O)CO3)cc1OC,0%,0%

# Some of these compounds in order of number of heavy atoms, rising:
SMILES,Tb PYK inh,HCV inh
Clc1ncnc2[nH]ccc12,3%,12%
NS(=O)(=O)c1cnccc1Nc1cccc(F)c1,-1%,-6%
CCOc1ccc(/C=C(\C(=O)O)c2ccc(S(=O)(=O)N3CCCCC3)s2)cc1OC,-6%,-2%
O=C(O)c1ccccc1/C=N/Nc1ccc(S(=O)(=O)Nc2ccc(Cl)cc2)cc1[N+](=O)[O-],4%,0%
CC(=O)OCC1OC(n2c(S)c(C#N)c(-c3ccccc3)c(C#N)c2=O)C(OC(C)=O)C(OC(C)=O)C1OC(C)=O (stereo unspecified),-8%,0%

# More results:
SMILES,Tb PYK inh,HCV inh
Cn1c(N)c(C(=O)c2ccc(Cl)c(S(=O)(=O)N3CCCCCC3)c2)c(=O)n(C)c1=O,-5%,6%
CCCCn1cnc2c(SCc3ccc([N+](=O)[O-])cc3)nc(N)nc21,-2%,u
COC(=O)c1ccc(CNC(=O)[C@@H]2CCCN2S(=O)(=O)c2ccccc2F)cc1,1%,1%
CCN(CC(=O)Nc1c(F)cccc1F)C(=O)c1ccc(S(=O)(=O)N(CC)c2ccccc2)cc1,6%,-6%
Nc1nc(NCc2cccs2)nn1-c1ccccc1,-23%,4%
C=CC[C@@H](CC(=O)NCCO)C(=O)N[C@H](COC(=O)[C@@H](CC=C)Cc1ccc(F)cc1)Cc1c[nH]c2ccccc12,4%,-11%
COc1ccccc1C(CNC(=O)C(CCSC)NC(=O)c1ccccc1Cl)N1CCCC1 (stereo unspecified),6%,13%
O=C(COC(=O)/C=C/c1ccc(S(=O)(=O)N2CCOCC2)cc1)Nc1ccc(F)c(F)c1F,0%,-8%
O=C(O)C1C2CCC(C2)C1C(=O)Nc1ccccc1 (stereo unspecified),16%,3%
COc1ccc(S(=O)(=O)N(C)C[C@H]2Oc3ccc(NS(=O)(=O)c4ccc(F)cc4)cc3C(=O)N([C@H](C)CO)C[C@@H]2C)cc1,1%,16%
O=C(Nc1ccn(CCCN2CCN(c3ccccn3)CC2)c(=O)n1)OCc1ccccc1,-8%,-69%
Cc1nc2ccc(NC(=O)CSc3ccccc3)cc2s1,-13%,-4%
O=P(CCc1ccccc1)(c1ccccc1)c1ccccc1,-2%,8%
CC1(c2cccc(Br)c2)NC(=O)N(CC(=O)Nc2ccc3c(c2)OCCO3)C1=O (stereo unspecified),3%,-11%
O=C(Nc1ccc(Cl)cc1)c1nc[nH]c1C(=O)NCCCCNC(=O)c1[nH]cnc1C(=O)Nc1ccc(Cl)cc1,-3%,-11%
N#CC1(Nc2ccc3ccccc3c2)CCCC1,-1%,-5%
CC1CC=CCC1(CO)CO (stereo unspecified),-2%,30%
CC1(c2ccccc2Cl)NC(=O)N(CC(=O)Nc2ccc(N3CCOCC3)cc2)C1=O (stereo unspecified),-1%,-3%
N#CC1C(=O)c2ccccc2C1c1ccccc1 (stereo unspecified),-25%,41%[activator]
CCCNC(=O)CNC(=O)c1ccc(C#N)cc1,-13%,32%[activator]
O=C(O)C1C2c3ccccc3C(O)C1(C(=O)O)c1ccccc12 (stereo unspecified),1%,19%
O=C(CSc1cccc[n+]1[O-])Nc1ccccc1C(F)(F)F,-4%,22%
